Source: PubChem
KB-3-1 tox: KB-3-1 parental cell cytotoxicity | KB-3-1 viability, CellTiter-Glo ATP luminescence, 72 h | Potency, µM (titrated, usually from 46.1 µM), inactives show top-dose activity change, negative = cytotoxic, actives largely listed as cytotoxic | 400,000 tested, 1.4% active; also: potency is read from the fitted curve at half-maximal effect; % is scaled to controls: 0 for no effect and ±100 for the full control effect; nearly all actives have a fitted effect of over 60% in size
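KB-3-1 cells, DMEM (no phenol red) + 10% FBS; compound by pin transfer, 72 h, 37 °C. Readout: CellTiter-Glo luminescence after 10 min. Data normalized, curve-fitted.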
HT1080 IDH1KD tx: HT-1080 IDH1 knockdown cell toxicity (counter line); HT-1080 IDH1 knockdown viability, ATP luminescence, 48 h; Potency, µM (top dose mostly 46.1 µM), without a hit: top-dose activity, negative = toxicity, hits mostly cytotoxic; 360,000 tested, 2% active;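 also: potency is read from the fitted curve at half-maximal effect; 0% = DMSO wells and -100% = cell-free medium wells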
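Assay cells: HT-1080 with IDH1 knockdown, 750 per well, RPMI/5% FBS. Exposure: 48 h at 37 °C following 2 h pre-incubation. Read: CellTiter-Glo luminescence; fitted concentration-response, curve class assigned.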
S2 tox: viability counter-screen for ATXN expression inhibitors | S2 cells (HEK-293 line with an ATXN2-luciferase reporter) viability, CellTiter-Fluor protease fluorescence, 24 h | AID 651635 | Potency, µM (highest dose often 56.7 µM), usual class: cytotoxic | 400,000 tested, 0.49% active; also: potency is read from the fitted curve at half-maximal effect; nearly all actives have a fitted effect of over 40% in size
SW480 rereplic: inducers of DNA re-replication in SW480 colon cancer cells | SW480 DNA re-replication, Hoechst DNA content imaging, 48 h | Potency, µM (series often up to 46.1 µM), without a hit: at the top dose re-replication activation, actives largely listed as activators | 340,000 tested, 1.8% active; also: potency is read from the fitted curve at half-maximal effect; % of control where 0% means no effect; nearly all actives have a fitted effect of over 55% in size
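Per well, 250 cells were exposed to pinned compound for 48 hr. Nuclear DNA was visualised with Hoechst (40 min, 37 C) and total object intensity recorded by fluorescence scanning.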
MCF10A rerep: induces DNA re-replication in MCF 10a normal breast cells; MCF 10A DNA re-replication, Hoechst nuclear intensity, 48 h; 350,000 tested, 2.9% active; Potency, µM (doses to about 46.1 µM), for the others: at the top dose activity, positive = re-replication, usual class: activators; AID 624296; also: potency is read from the fitted curve at half-maximal effect; % of control where 0% means no effect; nearly all actives have a fitted effect of over 50% in size
ATXN2 expr inh: ATXN2 expression inhibition. AID 1745845. Potency, µM (top dose mostly 57 µM), inactives show top-dose activity change, negative = inhibition, hits mostly inhibitors. 360,000 tested, 0.72% active. HEK-293 ATXN2-luciferase reporter, luminescence, 24 h; also: potency is read from the fitted curve at half-maximal effect; % is scaled to controls: 0 for no effect and ±100 for the full control effect; nearly all actives have a fitted effect of over 55% in size
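ATXN2-luciferase reporter cells (luciferase flanked by upstream and downstream ATXN2 gene portions) were treated 24 h at 37 °C with compounds at up to 57 uM. SteadyGlo luminescence gave expression; GF-AFC fluorescence gave viability.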
HT1080-NT tox: kills 2HG-producing HT-1080-NT fibrosarcoma cells; HT-1080-NT fibrosarcoma viability, CellTiter-Glo ATP luminescence, 48 h; Potency, µM (doses to about 46.1 µM), inactives show top-dose activity, negative = less viability, most hits filed as cytotoxic; 360,000 tested, 1.6% active;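 also: NT is the 2HG producing partner of a matched IDH1 knockdown line; potency is read from the fitted curve at half-maximal effect; 0% = DMSO-treated cells and -100% = media-only wells without cells; nearly all actives have a fitted effect of over 55% in size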
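Luminescent CellTiter-Glo readout after 48 hours of compound exposure at 37 degrees C defined viability of HT-1080-NT cells. Activity was normalized to DMSO wells and cell-free media wells; concentration-response curves were fitted and assigned curve classes.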
HepG2 tox: kills HepG2 cells in TGF-b inhibitor counter-screen | HepG2 CAGA-GFP viability, ATP luminescence, 18 h | Potency, µM (series often up to 46.1 µM), for inactives: top-dose activity change, negative = cytotoxicity, actives largely listed as cytotoxic | 410,000 tested, 0.76% active | AID 588856; also: potency is read from the fitted curve at half-maximal effect; some results filed as inactive show a strong effect at the top dose
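HepG2 CAGA-GFP cells (1000/well, DMEM with 1% FBS) received compound, then TGF-beta at 500 pg/mL final, and were incubated 18 hours at 37 degrees C. Viability was read by CellTiter-Glo luminescence. Media-only wells were set as complete cell-killing and DMSO as no toxicity.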
IL1B secr inh: blocks inflammasome-driven IL-1 beta release; 360,000 tested, 4.7% active; activity change, % at 57.5 µM; AID 743279; THP-1 LPS/ATP IL-1B secretion, AlphaLISA, 16 h; hits give low values; in the data active = activity change below about -50%; inconclusive = mostly about -30% to -49%; also: % is scaled to controls: 0 for no effect and ±100 for the full control effect
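Secreted IL-1B measured by AlphaLISA bead assay after 16 h compound exposure of THP-1 cells; compounds (final up to 57.5 uM) added 1 h before LPS (250 ng/mL) and ATP (1.25 mM) stimulation; lower signal means less secretion.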
An asterisk follows results filed as active; i = inactive; ? = inconclusive; · = not tested or not shown; & = joins results of further samples; [ ] = another dose, or the depositor's remark. Unless noted, calls follow the shape of the dose curve; as a rule, active = well fitted curve in the direction sought with a large enough effect; inconclusive = small, poorly fitted or top-dose-only effect, or another doubt; inactive = no such curve, though single readings can be large; an effect the other way counts as inactive or inconclusive. Random draw from the library. Share with any hit: about 8.9%.

SMILES | KB-3-1 tox | HT1080 IDH1KD tx | S2 tox | SW480 rereplic | MCF10A rerep | ATXN2 expr inh | HT1080-NT tox | HepG2 tox | IL1B secr inh
C[C@@H]1CN([C@H](C)CO)S(=O)(=O)c2ccc(C#CC3CCCCC3)cc2O[C@H]1CN(C)C(=O)Cc1ccncc1 | 0% | -20% | ? | · | · | -25% | -16% | -41% | -1
COc1cc(C2/C(=C(\O)c3ccc4c(c3)OCCO4)C(=O)C(=O)N2c2nnc(C)s2)cc(OC)c1OC (stereo unspecified) | -8% | 11% | i | -4% | -1% | -3% | 3% | 9% | 41
Cc1ccc(S(=O)(=O)N2C(=O)c3cccc4cccc2c34)cc1 | ? | ? | i | ? | 9.2µM* | ? | ? | -27% | 18
Cc1ccc(C(O)(C(=O)NNc2ccc3ccccc3n2)c2ccc(C)cc2)cc1 | -10%&0% | ? | i | 17% | ? | ? | ? | -3%&3% | 20&44
CC(C)CCN1CCN=C1N(C)C | -2% | -4% | i | -21%[9.22 µM] | -21% | -1% | 9% | -2% | 7
CC(C)(O)C#Cc1ccc(N2C(c3ccsc3)=Cc3ccc(F)cc3C2c2c[nH]c3ccccc23)cc1 (stereo unspecified) | ? | 0% | ? | · | · | -7% | 6% | · | -26
COC(=O)c1c(C(=O)OC)c(-c2ccccc2)n2c1CCC2 | 11% | 4% | i | -1% | 25% | 7% | 6% | -5% | 5
CCOC(=O)C1CCCN(CCC(=O)Nc2cccc(C)c2)C1 (stereo unspecified) | ? | 6% | i | 0% | -13% | 16%&-8% | 18% | -5%&-16% | 6
Oc1ccc(Cl)cc1CNCc1ccc(Cl)nc1 | 0% | -1% | i | -8% | ? | -17% | -15% | -5% | -3
Cn1c(=O)c2c(SCc3cccnc3)nc(CC(C)(C)C)nc2n(C)c1=O | -8% | -18% | ? | -1% | -9% | ? | -19% | -20% | 17
Cc1ccc(S(=O)(=O)N(CC(=O)NC2CC2)c2ccc(C)c(Cl)c2)cc1 | · | 8% | i | 2% | 6% | -11% | -6% | 1% | -5
Cc1ccccc1CN(C)C1CCN(C)CC1 | 1% | 5% | · | -5% | 8% | · | 0% | 23% | -1
COc1ccc(OCc2nc3c4c(-c5ccccc5)c(-c5ccccc5)oc4ncn3n2)cc1 | -6% | · | i | · | · | -5% | · | -2% | ·
COc1ccc2c(c1)C(=NO)c1cc(OC)ccc1-2 | -24% | -20% | i | -4% | ? | -10% | -16% | -41% | ?
O=C(O)CC(c1ccc(Cl)cc1)N1C(=O)CCC1=O (stereo unspecified) | 3% | 11% | i | -5% | ? | -3% | 5% | 10% | 16
O=C(CSc1ccc2nnc(-c3ccncc3)n2n1)Nc1ccc2c(c1)OCCO2 | -17% | 0% | i | -3% | 28% | -17% | 1% | -3% | ?
CC(NC(=O)NC12CC3CC(CC(C3)C1)C2)c1ccc2c(c1)OCO2 (stereo unspecified) | -1% | 0% | i | ? | 2% | -10% | -2% | -11% | -13
O=C(NNc1nc(-c2ccccc2)cs1)c1ccc(F)cc1 | -1% | 9% | i | -2% | 0% | -1% | ? | -24% | -13
Cc1nn(C)c(=O)n1N(C)c1ncc(C(F)(F)F)cc1Cl | 8% | 11% | i | -1% | 0% | -7% | 13% | 3% | 18
NS(=O)(=O)c1ccc(CCNc2ncnc3sccc23)cc1 | -18% | ? | i | 19% | ? | ? | -10% | -22% | 8
CN(C(=O)N1CCN(S(=O)(=O)c2ccccc2)CC1)c1ccccc1 | 6% | 1% | i | -19% | 4% | 1% | 1% | -29% | ?
O=C(c1cc2c(cc1Br)OCCCO2)N1CCCCC1 | 25% | 0% | i | 0% | -1% | -1% | 5% | 5% | -8
CCOC(=O)c1cc(C)n(-n2cnnc2)c1C | 5% | -1% | i | -15% | 10% | 4% | -2% | 3% | -1
O=C(CN1C(=O)NC2(CCCCCCC2)C1=O)Nc1c(Cl)cccc1Cl | 6% | 3% | i | -5% | -1% | · | -7% | -30% | 0
COc1ccccc1-c1oc2ccccc2c1C#CC1(O)CCCCC1 | -3% | ? | i | 19%[9.22 µM] | ? | -13% | ? | -41% | -29
Cc1nc2ccccc2n1Cc1ccccc1Br | -1% | ? | ? | 1% | -8% | ? | -25% | -20% | -15
Cc1nn(CC(=O)NCc2ccc(-n3cccn3)cc2)c(C)c1[N+](=O)[O-] | 0% | 6% | i | 0.52µM* | 0% | 3% | 1% | 4% | -8
CCCOc1ccc(C(=O)Nc2ccc(N3CCN(C(C)=O)CC3)cc2)cc1 | -19% | -4% | i | -1% | 1% | -16% | 1% | -12% | -1
COc1ccccc1N1CCN(S(=O)(=O)c2ccc3c(c2)CC(C)N3C(C)=O)CC1 (stereo unspecified) | -10% | 1% | i | -2% | 4% | · | -30% | -17% | -2
COc1cc([N+](=O)[O-])ccc1NC(=O)Cc1ccc(C)cc1 | 4% | -8% | i | -2% | -7% | · | -4% | -7% | -16
COc1cc(NC(=O)CN2CCN(C(=O)c3ccco3)CC2)c(C)cc1[N+](=O)[O-] | 1% | 1% | i | · | · | · | 0% | -25% | -6
COc1cc(OC)c(C2C3=C(CCCC3=O)Nc3nc4ccccc4n32)cc1OC (stereo unspecified) | -27% | 6% | ? | -1% | -7% | 1% | 10% | -3% | 10
Cc1nn(C)c(C)c1CN(C)C(=O)C1(C)CC1(Br)Br (stereo unspecified) | -13% | 17% | i | -3% | 16% | 9% | ? | 6% | 10
CCOC(=O)c1c(CC(C)C)csc1NC(=O)COC(=O)c1cc(OC)c(OC)cc1[N+](=O)[O-] | 4% | 9% | i | 1% | 0% | · | 5% | 6% | 18
CC(C)(c1ccccc1)c1ccc(OCCN2CCCC2)cc1 | -15% | ? | i | ? | ? | -19% | -24% | 1% | ?
CC1CCN(C(=O)CCc2nnc3ccc(NCCCN4CCCC4=O)nn23)CC1 | -1% | 4% | i | -59%[inhibitor] | 1% | 19% | 9% | -3% | 31
CN(Cc1ccccc1)S(=O)(=O)c1ccc(OCC(=O)NCc2ccncc2)cc1 | -7% | -3% | i | 1% | 0% | -24% | -12% | -18% | -18
Cc1onc(-c2ccccc2)c1C(=O)N/N=C/c1ccc(Br)cc1 | 22% | -5% | i | 3% | -4% | -27% | -2% | -15% | ?
CC(=O)/C(N)=N/Nc1cccc(Cl)c1 | -5% | 0% | i | ? | ? | 0% | 7% | -9% | 1
COc1ccc(Cl)cc1NC(=S)N(Cc1ccc(C(=O)O)cc1)Cc1ccc(OC)c(OC)c1 | 3% | -7% | i | 19% | -9% | -11% | -18% | -20% | 24
Fc1cccc2sc(Nc3nnc(-c4ccccc4)o3)nc12 | ? | ? | i | 12% | 23µM* | 14% | ? | -25% | 21
Cc1cccc(C(=O)N/C(=C\c2ccco2)C(=O)N2CCCC2)c1 | 7% | 5% | ? | -3% | -7% | · | 5% | 0% | 9
COCCOC(=O)c1c(C)oc2ccc(O)c(CN3CCC(C)CC3)c12 | -5% | -6%[9.24 µM] | i | 0% | 2% | -13% | 5% | -16% | -29
Cc1ccc2c(c1)N(CC(=O)N1CCCC1)C(=O)C(C)O2 (stereo unspecified) | 11% | 1% | i | -10% | -1% | 22% | 0% | 14% | 14
CCc1[nH]c(C)c(C(C)=O)c1C | -1% | 1% | i | -4% | -1% | 3% | 6% | -9% | 10
COc1ccc(C2CC(=O)n3nc(C45CC6CC(CC(C6)C4)C5)nc3S2)cc1OC (stereo unspecified) | 0% | 0% | i | · | 9% | -5% | 4% | 29% | 0
C[C@H](CO)N1C[C@H](C)[C@@H](CN(C)C(=O)C2CC2)OCc2cnnn2CCCC1=O | 3% | 1% | i | · | · | 1% | -2% | -17% | 0
CC(C)(CNS(=O)(=O)c1ccc2ccccc2c1)N1CCOCC1 | 4% | 0% | ? | -5% | -3% | -24% | 10% | -4% | -4
COc1ccc(CN(C)C(=O)c2ccc(NS(=O)(=O)c3ccc(F)cc3)cc2)c(OC)c1 | -1% | -13% | i | 2% | 9% | -9% | -5% | -13% | -4
COc1ccc(-n2c(-c3ccccc3)nc(=S)c3c2CCCC3)cc1 | 3% | -1% | i | -3% | -1% | 0% | -3% | 0% | 0
CCc1cccc(Nc2c([N+](=O)[O-])cc(C(=O)N3CC(=O)Nc4ccccc43)cc2[N+](=O)[O-])c1 | -12% | ? | i | ? | 9% | · | -19% | 1% | 15
Cc1ccc(S(=O)(=O)c2nc(-c3cccs3)oc2N2CCC(C)CC2)cc1 | 0% | · | i | · | · | 4% | · | -17% | ·
C/C=C(/C)C(=O)Nc1cccc(C2=NOC3(C2)C[C@@H](C(N)=O)N(C(=O)CCCCC)C3)c1 (stereo partly specified) | 7% | 8% | i | -5% | 4% | 8% | 11% | -2% | 8
Cc1cc(S(N)(=O)=O)c(N)c(S(N)(=O)=O)c1 | -1% | 0% | i | -1% | -2% | · | 1% | -9% | -8
Cc1ccc(N(CC(=O)NCc2ccco2)C(=O)CCC(=O)Nc2ccccn2)c(C)c1 | -3% | 0% | i | 1% | 1% | -25% | -1% | 6% | 0

Fetched by compound from above:
SMILES | KB-3-1 tox | HT1080 IDH1KD tx | S2 tox | SW480 rereplic | MCF10A rerep | ATXN2 expr inh | HT1080-NT tox | HepG2 tox | IL1B secr inh
C[C@H](CO)N1C[C@H](C)[C@@H](CN(C)C(=O)C2CC2)OCc2cnnn2CCCC1=O | 3% | 1% | i | · | · | 1% | -2% | -17% | 0
CC(C)(CNS(=O)(=O)c1ccc2ccccc2c1)N1CCOCC1 | 4% | 0% | ? | -5% | -3% | -24% | 10% | -4% | -4
COc1ccc(C2CC(=O)n3nc(C45CC6CC(CC(C6)C4)C5)nc3S2)cc1OC (stereo unspecified) | 0% | 0% | i | · | 9% | -5% | 4% | 29% | 0
